# PRMT1 FP inh – PRMT1 methyltransferase inhibitors, primary screen, biochemical, fluorescence polarization; AID 652257, 2013; inhibition, % at 2.79 µM; 370,000 tested, 1.3% active; recombinant PRMT1, activity-based probe fluorescence polarization; Protein arginine N-methyltransferase 1 (Homo sapiens), Q99873;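 active = inhibition above about 21% made by adding two undisclosed values, limit read from the data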
# ABHD4 inh – ABHD4 inhibitors, primary screen, biochemical, fluorescence polarization, mouse; inhibition, % at 8.92 µM; (Lyso)-N-acylphosphatidylethanolamine lipase (Mus musculus), Q8VD66; 370,000 tested, 0.54% active; purified mABHD4, FP-Rh probe fluorescence polarization;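 active = inhibition exceeding the mean over every tested compound plus 3 SD, cut at about 30% in these data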;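 also: 0% = plate median of compound wells and 100% = S159A mutant with DMSO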
#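 Doses – 8.92 µM, single dose · Material – wild-type mouse ABHD4 protein · Replication – single well per compound (singlicate) · Measure – percent inhibition of probe binding, normalized to plate controls · Schedule – 45 min compound pre-incubation plus 60 min probe step, 25 °C · Detection – fluorescence polarization with parallel and perpendicular emission, 525/598 nm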
# TDP2 inh – human TDP2 enzyme inhibitors, primary screen, biochemical, epi absorbance, recombinant enzyme. Tyrosyl-DNA phosphodiesterase 2 (Homo sapiens), O95551. T5PNP hydrolysis, p-nitrophenol absorbance 415 nm. inhibition, % at 12.8 µM. 370,000 tested, 0.34% active. AID 720702, 2013;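 active = inhibition above the mean of all tested compounds plus 3 SD, set per campaign, cut at about 25% in these data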;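 also: 0% = DMSO with enzyme and 100% = buffer with substrate but no TDP2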
#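 System: recombinant human TDP2 / Amount: 120 nM TDP2 per well / Also added: 5 mM T5PNP chromogenic substrate / Doses: 12.8 µM single point, 1% DMSO / Incubation: 2 h at 37 °C / Detection: p-Nitrophenol epi absorbance / Evaluation: % inhibition relative to enzyme-containing and enzyme-free wells / Repeats: singlicate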
# SIAE primary – human SIAE inhibitors, primary screen, biochemical, fluorescence polarization, FP-Rh probe, 1536-well HTS; Sialate O-acetylesterase (Homo sapiens), Q9HAT2; SIAE FP-Rh probe binding; inhibition, % at 9.66 µM; 370,000 tested, 0.69% active; AID 1053197, 2014;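 active = inhibition above a cutoff: mean of compounds within the control limits plus 3 SD of those, cut at about 17% in these data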;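 also: 0% = plate median of compound wells and 100% = probe without SIAE protein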
# NR1D1 modulator – modulators of Rev-erb alpha DNA binding, primary screen, biochemical, FITC-DNA, fluorescence polarization, uHTS. Nuclear receptor subfamily 1 group D member 1 (Homo sapiens), P20393. Rev-erbα–FITC-DNA binding, 90 min. activity, % at 10 µM. 370,000 tested, 0.79% active;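 active = activity above about 14%, limit read from the data; passing the limit was not always enough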;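 also: 0% = DMSO wells with 35 nM protein and 100% = DMSO wells with 750 nM protein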
# Target sequence (P20393 whole entry, looked up): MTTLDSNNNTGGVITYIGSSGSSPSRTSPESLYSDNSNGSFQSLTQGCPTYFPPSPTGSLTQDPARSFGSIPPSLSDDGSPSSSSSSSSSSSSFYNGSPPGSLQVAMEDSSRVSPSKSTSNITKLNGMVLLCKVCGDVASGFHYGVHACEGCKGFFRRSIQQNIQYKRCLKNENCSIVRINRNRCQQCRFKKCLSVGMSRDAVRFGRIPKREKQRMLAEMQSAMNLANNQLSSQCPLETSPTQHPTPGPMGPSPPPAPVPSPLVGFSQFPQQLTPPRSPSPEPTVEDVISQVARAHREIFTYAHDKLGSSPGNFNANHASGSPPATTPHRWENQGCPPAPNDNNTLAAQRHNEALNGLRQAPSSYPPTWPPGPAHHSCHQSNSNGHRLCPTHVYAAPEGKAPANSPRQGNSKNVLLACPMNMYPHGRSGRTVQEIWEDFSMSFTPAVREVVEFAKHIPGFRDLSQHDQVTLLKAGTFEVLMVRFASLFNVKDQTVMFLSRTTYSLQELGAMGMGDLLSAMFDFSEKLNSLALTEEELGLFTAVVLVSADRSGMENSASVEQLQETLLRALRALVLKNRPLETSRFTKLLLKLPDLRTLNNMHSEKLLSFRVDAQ
# rCAG RNA binder – binders of r(CAG) RNA repeats, primary screen, biochemical, fluorescence | 370,000 tested, 1.3% active | AID 651821, 2012 | inhibition, % at 3 µM | r(CAG) RNA repeat, TO-PRO-1 dye displacement fluorescence;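 active = inhibition above the plate cutoff, the mean of all test compounds on that plate plus 3 SD, cut at about 35% in these data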;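 also: 0% = DMSO alone and 100% = 100 µM mitoxantrone as full dye displacement; higher means more dye released from RNA so lower well fluorescence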
# HTRA1 inhibitor – HTRA1 serine protease inhibitors, primary screen, biochemical, fluorescence polarization, HTS | Q92743 | recombinant HTRA1, FP-rhodamine activity-based probe | inhibition, % at 5.96 µM | 340,000 tested, 0.5% active | AID 504803, 2011; in the data active = inhibition above about 36%;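 also: 0% = enzyme with DMSO and 100% = wells lacking enzyme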
# Target sequence (Q92743 whole entry, looked up): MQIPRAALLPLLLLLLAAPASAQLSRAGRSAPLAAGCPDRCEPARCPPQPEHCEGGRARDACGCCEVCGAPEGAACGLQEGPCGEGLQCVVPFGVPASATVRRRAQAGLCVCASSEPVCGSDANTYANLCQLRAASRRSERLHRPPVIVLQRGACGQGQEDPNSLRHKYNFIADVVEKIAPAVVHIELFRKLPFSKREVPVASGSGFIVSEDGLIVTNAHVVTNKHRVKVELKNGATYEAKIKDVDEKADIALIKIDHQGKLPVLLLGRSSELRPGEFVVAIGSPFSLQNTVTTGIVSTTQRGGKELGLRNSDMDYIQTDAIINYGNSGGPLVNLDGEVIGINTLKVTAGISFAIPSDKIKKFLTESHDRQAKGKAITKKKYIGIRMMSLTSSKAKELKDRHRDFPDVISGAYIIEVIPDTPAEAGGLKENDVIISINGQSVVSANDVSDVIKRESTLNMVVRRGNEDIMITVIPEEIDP
# LEDGF integ inh – blockers of LEDGF/p75-dependent integrase strand transfer – biochemical, TR-FRET, high throughput, primary screen; HIV-1 integrase (with human LEDGF/p75); TR-FRET IN-LEDGF/p75 DNA integration, Eu/Cy5; inhibition, % at 3.7 µM; 370,000 tested, 0.64% active; AID 743269, 2014;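 active = inhibition above the screen-wide mean plus 3 SD, cut at about 13% in these data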;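 also: signal is the Cy5 over europium emission ratio at 671 and 618 nm; 0% = plate median of compound wells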
# PG9 binder – binders of HIV-1 gp120 antibody PG9, primary screen, biochemical, TR-FRET | TR-FRET gp120-PG9 antibody binding | 360,000 tested, 0.43% active | AID 624416, 2012 | inhibition, % at 6.7 µM; in the data active = inhibition above about 8.5%
# TCR CD3 inh – inhibitors of human TCR-CD3 interaction, primary screen, biochemical, fluorescence, TAMRA-labeled TCR probe | inhibition, % at 9.4 µM | 360,000 tested, 0.37% active | T-cell receptor (TCR) | AID 651800, 2012; in the data active = inhibition above about 19%;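 also: recombinant mutant TCR 2C K166C tagged with TAMRA read by polarization; 0% = receptor in buffer alone and 100% = receptor with positive control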
# An asterisk follows results filed as active; . = not tested or not shown. An excerpt; rates above refer to the full screens.
SMILES,PRMT1 FP inh,ABHD4 inh,TDP2 inh,SIAE primary,NR1D1 modulator,rCAG RNA binder,HTRA1 inhibitor,LEDGF integ inh,PG9 binder,TCR CD3 inh
COCCCN1C(=O)C(CC(=O)NCc2cccs2)CC(C(=O)N2CCCCCC2)=C1C (stereo unspecified),-3,5,-1,-1,0,0,.,-1,-1.4,0
Cc1cccc(-n2nnnc2SCC(=O)Nc2cccc(S(N)(=O)=O)c2)c1,-3,-8,0,-4,-4,7,-7,2,0.5,4
COc1cc2nc(N(CCN(C)C)C(=O)c3ccc(S(=O)(=O)N(C)CC4CCCO4)cc3)sc2cc1OC (stereo unspecified),-2,3,6,6,0,-3,2,-2,-2.1,-4
CCOC(=O)Cn1nc(C)c(-c2ccccc2)c1N,-1,0,10,5,4,1,6,3,-0.9,4
Nc1cc(Cl)ccc1C(=O)OCC(=O)NC(=O)NCc1ccccc1,-1,-20,-5,-2,11,0,-12,6,-0.8,13
CCCSc1nnc(-c2c[nH]c3ccccc23)n1CC,3,2,-4,3,0,-2,-14,-1,0.5,-5
COc1ccc(-c2nnc(SCc3c(C)noc3C)o2)cc1,-3,-1,-6,1,-6,-4,7,1,-1.6,11
CC(=O)N(C(C)=O)c1cccc(N(Cc2ccccc2)Cc2ccccc2)c1,-1,-19,-24,-3,6,1,-15,6,-1.8,8
Cc1[nH]n(-c2cccc3ccccc23)c(=O)c1/C=N/c1sc2c(c1C#N)CCC2,13,15,-8,5,-3,6,6,2,-3.3,0
CCCc1cc(=O)[nH]c(SCC(=O)NC(=O)OCC)n1,0,3,8,0,0,-1,1,25*,2.0,-5
CC(=O)C1=C(O)C(=O)N(CCCn2ccnc2)C1c1ccc(Br)cc1 (stereo unspecified),2,-2,-3,-2,-3,4,3,1,-3.5,4
CCCNC(=O)C1(C)CCCN(C(=O)Cc2ccc3ccccc3c2)C1 (stereo unspecified),0,-3,9,2,-1,-1,.,-1,0.1,-2
O=C(CCS(=O)(=O)c1ccc(Cl)cc1)Oc1ccc2c(c1)OCO2,1,0,1,3,2,-4,3,6,-0.7,-4
COc1ccccc1-c1noc(CCC(=O)Nc2cccc(C)c2)n1,2,-1,2,-1,7,-3,-14,-1,0.3,4
Cc1ccc(C(=O)N[C@H](C(=O)OCc2cc(=O)n3c(n2)sc2ccccc23)C(C)C)cc1,1,-9,-1,-29,-21,10,-19,2,-1.2,10
Cc1c(O)cc2n(c1=O)-c1ccc(Cl)cc1C2(C)C,-1,-8,11,6,0,-1,4,-2,-0.2,8
COc1ccc(C2CC(=O)C=C(NCC3CCCO3)C2)cc1 (stereo unspecified),-3,2,5,-2,0,0,1,1,-0.4,4
COc1ccc(N2CCN(C(=O)CCS(=O)(=O)c3cccc4nsnc34)CC2)cc1,2,0,4,6,7,3,3,2,-1.3,2
COc1ccc(C2(O)C(=O)Nc3ccc(C)cc32)cc1OC (stereo unspecified),-2,0,-9,9,-3,0,6,5,-1.9,-9
CCOc1ccc(N2C(=O)CSC2=S)cc1,13,-33,-4,-14,4,4,-4,-6,-0.9,-19
COc1ccc(C)cc1-n1nnnc1SCC(=O)NC1CCCC1,-3,1,0,6,-2,-5,-6,-1,0.8,3
Cc1ccnc(NC(=O)c2c(-c3ccccc3Cl)noc2C)c1,-3,-5,6,1,-3,-1,-2,-1,0.5,-4
Cc1cc2oc3ccc(NCCCn4ccnc4)cc3c(=O)c2cc1C,2,13,-3,-8,-28,2,3,0,-1.5,35*
COc1cccc(NC(=O)CCN2C(=O)c3ccccc3Sc3ncccc32)c1,3,2,1,8,4,1,6,-4,-0.3,-1
CN(C)c1ccc(C(O)P(=O)(OCc2ccccc2)c2ccc(N(C)C)cc2)cc1 (stereo unspecified),2,-4,0,4,0,-6,.,0,-2.6,4

# The list goes on, starting with the last two of the part before.
SMILES,PRMT1 FP inh,ABHD4 inh,TDP2 inh,SIAE primary,NR1D1 modulator,rCAG RNA binder,HTRA1 inhibitor,LEDGF integ inh,PG9 binder,TCR CD3 inh
COc1cccc(NC(=O)CCN2C(=O)c3ccccc3Sc3ncccc32)c1,3,2,1,8,4,1,6,-4,-0.3,-1
CN(C)c1ccc(C(O)P(=O)(OCc2ccccc2)c2ccc(N(C)C)cc2)cc1 (stereo unspecified),2,-4,0,4,0,-6,.,0,-2.6,4
O=C(COC(=O)c1ccncc1)Nc1ccccc1,5,5,5,-5,-3,4,-7,1,0.2,6
CN(C)/C=N/c1sc2c(c1C#N)CCCCC2,4,6,-7,-2,-6,-1,5,-5,-0.7,5
O=C(COc1ccccc1Cl)N1CCCCCCC1,-1,3,-3,-9,-5,-5,4,0,-0.9,2
COc1ccccc1Oc1ccc(S(=O)(=O)N2CCN(C)CC2)cc1,-2,1,-5,2,-2,-5,-3,4,-0.2,10
CN(C(=O)COC(=O)Cc1c(Cl)cccc1Cl)c1c(N)n(Cc2ccccc2)c(=O)[nH]c1=O,6,-3,8,-5,-1,-4,3,-4,-0.7,-6
CC(C)OP(=O)(O)C(C)NC(=O)OCc1ccccc1 (stereo unspecified),1,5,9,-2,4,0,.,2,.,.
O=C(O)c1cccnc1Nc1ccc(Cl)cc1,-2,4,-3,-4,8,2,1,0,-1.5,5
CCn1c(=O)n(C)c2c(=O)n(C)c(=O)n(C)c21,-3,4,2,6,3,0,8,-1,-1.1,4
CCN(CC)C(=O)C(=O)N/N=C/c1cccc(Br)c1,-1,-2,-5,-2,-5,1,9,0,-0.2,6
O=C(CN(Cc1cccs1)S(=O)(=O)c1ccc(S(=O)(=O)NC2CCCCC2)cc1)Nc1ccccc1,5,-107,-20,-101,2,9,-95,-5,0.2,0
O=C(CN(Cc1ccccc1)S(=O)(=O)c1ccccc1)N/N=C/c1ccccc1C(=O)O,-2,-1,0,3,6,18,-19,-1,-1.5,-1
CCCN1CCN(C(=O)c2ccc(Sc3ccc(C)cc3)c(NC(C)=O)c2)CC1,-3,7,-3,12,-1,-8,0,0,-0.1,10
CCOC(=O)C1=C(C(=O)OCC)C2N(Cc3ccc(C#N)cc3)c3ccccc3[C@@]23C[C@@H](C(=O)OC)N(S(=O)(=O)c2c(C)noc2C)C3=N1 (stereo partly specified),-2,2,0,-3,5,15,.,0,0.7,3
Cc1ccc(NC(=O)CSCC(=O)NCCc2ccccn2)c(C)c1,-3,0,15,0,.,-6,-2,-2,-0.3,4
COc1ccc(C(=O)NC(C)Cn2nc(C)cc2C)cc1OC1CCN(C(C)=O)CC1 (stereo unspecified),-6,-3,-1,-4,-3,-8,4,2,0.4,3
COC(=O)Cn1cnc2c(cnn2-c2ccccc2)c1=O,-3,-7,-21,-6,2,-1,1,0,-3.7,3
CSc1cccc(NC(=O)N2CCN(C)CC2)c1,3,11,-9,7,6,-3,-3,-4,0.5,-3
S=c1[nH]cnc2sc(Nc3ccccc3)nc12,15,3,14,6,7,7,-7,-7,-2.8,-1
O=C(Oc1ccccc1)c1ccc2nccnc2c1,2,-1,4,1,-7,-1,-7,2,-0.3,2
COCCCn1nnnc1SCC(=O)N1c2ccccc2CC1C (stereo unspecified),3,2,10,-8,0,-5,-5,0,0.4,2
COc1ccc(NC(=O)c2nc[nH]c2C(=O)N2CCN(C(=O)OC(C)(C)C)CC2)cc1,0,-11,-4,11,-5,-5,-3,5,-0.7,-2
CC(C)(C)c1csc(NC(=O)c2ccc(Cl)s2)n1,1,20,-6,-11,6,1,-26,-4,-1.4,4
Cc1ccc(C(=O)NC2CC3CCCC(C2)N3Cc2ccccc2)cc1 (stereo unspecified),-7,0,-11,-7,2,-2,-1,5,-2.5,2
COc1cc(NC(=S)NC2CC2)c(OC)cc1Cl,5,6,-1,-3,6,-2,0,-2,-0.7,-10
C/C(=N\NC(=O)c1ccncc1)c1ccc(NC(=O)c2ccc(Cl)cc2)cc1,10,-1,7,-4,1,-4,-9,1,-1.8,4

# A few values from the results shown:
# S=c1[nH]cnc2sc(Nc3ccccc3)nc12 in ABHD4 inh reads 3
# O=C(COc1ccccc1Cl)N1CCCCCCC1 in ABHD4 inh reads 3
# COc1ccc(N2CCN(C(=O)CCS(=O)(=O)c3cccc4nsnc34)CC2)cc1 in LEDGF integ inh reads 2

# Further compounds:
SMILES,PRMT1 FP inh,ABHD4 inh,TDP2 inh,SIAE primary,NR1D1 modulator,rCAG RNA binder,HTRA1 inhibitor,LEDGF integ inh,PG9 binder,TCR CD3 inh
S=C(NCc1cccnc1)Nc1ccc(Oc2ccccc2)cc1,-2,3,-1,5,-3,-2,5,-2,-0.7,8
O=C(Nc1ccccc1)c1ccco1,-3,4,17,1,2,0,5,-2,-0.9,-3
O=C(NCc1ccccc1)NC12CC3CC(CC(C3)C1)C2,-5,0,-11,4,-1,-1,0,-2,-1.1,4
O=C(N[C@H](CO)c1ccccc1)[C@H]1O[C@@H](n2ccc(=O)[nH]c2=O)[C@H](O)[C@@H]1O,-2,1,2,-1,2,1,.,4,1.1,8
CSc1n[nH]c(-c2cccs2)n1,-3,7,1,-10,-1,3,.,-2,-0.1,-1
c1ccc2c(CN3CCSCC3)cccc2c1,2,12,-17,1,4,-2,4,2,0.9,-5
Cc1ccc(S(=O)(=O)N2CCN(C(=O)/C=C/c3ccccc3)CC2)cc1C,4,-3,-1,2,5,-3,-19,0,1.0,-2
O=C(COC(=O)c1ccco1)Nc1ccccc1,-1,0,5,3,4,1,-3,0,1.4,-4
CCn1c(SCC(=O)N2CCCCC2)nc2c1c(=O)n(C)c(=O)n2C,0,0,-11,-1,1,-3,-3,0,0.4,-6
Cc1ccc(C(=O)NC(C)c2ccc3c(c2)OCO3)s1 (stereo unspecified),4,-4,-2,2,0,1,-2,-4,0.5,2
CC(C)(C)c1ccc(SC2=C[C@@]3(O)CC[C@@H](O)[C@@](Sc4ccc(C(C)(C)C)cc4)(C2=O)[C@H]3O)cc1,0,-4,-11,-8,33*,8,.,6,-13,0
CC[C@@H](C)[C@H](N)C(=O)NC[C@H]1O[C@@H](n2cnc3c(N)ncnc32)[C@H](O)[C@@H]1O,-4,2,-3,-1,4,1,4,-5,-1.9,3
O=C(COC(=O)CNC(=O)c1ccc(F)cc1)Nc1cccc(S(=O)(=O)N2CCCC2)c1,3,1,-2,-2,-5,5,-1,-7,-2.5,-1
CC1CCCN(CCCCOc2cccc(Br)c2)C1 (stereo unspecified),-1,6,15,5,0,1,4,2,0.1,0
Cn1nc(C(F)(F)F)c(C(=O)Nc2ccc(Cl)cc2)c1Cl,1,-8,9,-3,4,1,-9,-3,-0.5,7

# Screening results (PubChem)
